KCNQ2 inh: KCNQ2 potassium channel inhibitors, primary screen, cell-based, CHO-K1, FluxOR thallium flux, B-score (AID 2156) | B-score at 10 µM | Potassium voltage-gated channel subfamily KQT member 2 (Rattus norvegicus), O88943 | 20 min; active compounds read low | hit rate 1.1% among 310,000;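 active means fluorescence ratio B-score at most minus 3 library SDs, with starting brightness B-score within 2 library SDs, cut at about -5.5 in these data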
Target sequence (O88943 whole entry, looked up): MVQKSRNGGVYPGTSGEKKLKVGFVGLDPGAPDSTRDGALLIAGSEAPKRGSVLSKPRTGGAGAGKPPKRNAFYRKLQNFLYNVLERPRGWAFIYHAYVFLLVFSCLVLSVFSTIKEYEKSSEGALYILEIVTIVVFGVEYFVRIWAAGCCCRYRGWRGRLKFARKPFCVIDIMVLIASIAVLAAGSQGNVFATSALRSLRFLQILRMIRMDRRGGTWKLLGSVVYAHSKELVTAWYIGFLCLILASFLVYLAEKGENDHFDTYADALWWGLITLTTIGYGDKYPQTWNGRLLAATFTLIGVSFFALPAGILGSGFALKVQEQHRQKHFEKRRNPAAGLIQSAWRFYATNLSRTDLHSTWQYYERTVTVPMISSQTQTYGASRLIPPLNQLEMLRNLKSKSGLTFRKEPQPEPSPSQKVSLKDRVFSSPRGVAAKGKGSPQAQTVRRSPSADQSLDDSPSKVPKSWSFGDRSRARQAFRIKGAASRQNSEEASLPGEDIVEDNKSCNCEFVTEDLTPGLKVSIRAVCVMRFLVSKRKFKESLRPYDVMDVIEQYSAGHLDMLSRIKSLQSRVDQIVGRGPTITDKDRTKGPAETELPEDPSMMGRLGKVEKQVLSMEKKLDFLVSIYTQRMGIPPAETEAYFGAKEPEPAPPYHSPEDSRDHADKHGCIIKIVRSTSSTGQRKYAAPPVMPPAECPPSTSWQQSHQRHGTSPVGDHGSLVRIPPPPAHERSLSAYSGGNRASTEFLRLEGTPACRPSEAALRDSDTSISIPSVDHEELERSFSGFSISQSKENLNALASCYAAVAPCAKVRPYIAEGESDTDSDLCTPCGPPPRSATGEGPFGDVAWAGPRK
Kir21 block: inhibitors of mouse Kir2.1 inward-rectifier potassium channel; B-score at 10 µM; HEK293-Kir2.1, FluxOR thallium flux fluorescence; active compounds read low; Inward rectifier potassium channel 2 (Mus musculus), P35561; AID 1672, 2009; hit rate 0.85% among 310,000;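 active means fluorescence ratio B-score at or below minus 3 SD of library scores, with starting-brightness B-score within 2 SD, cut at about -4.2 in these data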;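 further: channel flux triggered by added potassium and thallium sulfate stimulus; B-score of peak minus minimum fluorescence over baseline after thallium stimulus; more negative B-score means stronger Kir2.1 block with less thallium influx; some compounds called inactive have numbers as strong as hits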
* hit, by the source's call; i = inactive.

SMILES | KCNQ2 inh | Kir21 block
COC(C(=O)NNS(=O)(=O)c1ccccc1[N+](=O)[O-])c1ccccc1 (stereo unspecified) | i | 0.63
CCN(CC)C(=O)CSc1nnc([C@H](CCSC)NC(=O)OC(C)(C)C)o1 | i | -1.3
NC(=O)CNC(=O)C1CCN(S(=O)(=O)c2ccc(-n3cnnn3)cc2)CC1 | i | -0.57
Cc1nc(/N=C(\N)NC(=O)NC2CCCCC2)nc2ccccc12 | i | -0.54
CCOc1ccc(Br)cc1CNCCN1CCOCC1 | i | -2.45
CCc1cc2c(=O)oc(-c3ccccc3F)nc2s1 | i | 0.02
CCOc1ccccc1C1C(C(=O)OC)=CN(C)C=C1C(=O)OC | i | 0.15
CCOC(=O)C1CCN(CC(O)COc2ccc(C(=O)CC)cc2)CC1 (stereo unspecified) | i | 0.76
CCCCOCCCNC(=O)COc1ccccc1 | i | 0.43
CS(=O)(=O)N1CCN(c2ccc(C(=O)NC34CC5CC(CC(C5)C3)C4)cc2[N+](=O)[O-])CC1 | i | -0.71
CC1(C)CC(=O)C2=C(C1)NC1=C(C(=O)c3ccccc31)C2c1ccccc1 (stereo unspecified) | i | 0.38
CCN(CC)S(=O)(=O)c1cc(C(=O)Oc2cccc(-c3cnc4ccccc4n3)c2)ccc1OC | i | 0.26
CN(C)/C=N/NC(=O)c1ccc(Cl)cc1 | i | -0.88
O=S1(=O)NC(=NC2CCCCCC2)c2ccccc21 | i | 0.24
COc1ccc(-c2[nH]ncc2/C=C(/C#N)C(=O)NC2CCCCC2)cc1 | i | -1.01

14 successive compounds from above, quoted:
SMILES | KCNQ2 inh | Kir21 block
COC(C(=O)NNS(=O)(=O)c1ccccc1[N+](=O)[O-])c1ccccc1 (stereo unspecified) | i | 0.63
CCN(CC)C(=O)CSc1nnc([C@H](CCSC)NC(=O)OC(C)(C)C)o1 | i | -1.3
NC(=O)CNC(=O)C1CCN(S(=O)(=O)c2ccc(-n3cnnn3)cc2)CC1 | i | -0.57
Cc1nc(/N=C(\N)NC(=O)NC2CCCCC2)nc2ccccc12 | i | -0.54
CCOc1ccc(Br)cc1CNCCN1CCOCC1 | i | -2.45
CCc1cc2c(=O)oc(-c3ccccc3F)nc2s1 | i | 0.02
CCOc1ccccc1C1C(C(=O)OC)=CN(C)C=C1C(=O)OC | i | 0.15
CCOC(=O)C1CCN(CC(O)COc2ccc(C(=O)CC)cc2)CC1 (stereo unspecified) | i | 0.76
CCCCOCCCNC(=O)COc1ccccc1 | i | 0.43
CS(=O)(=O)N1CCN(c2ccc(C(=O)NC34CC5CC(CC(C5)C3)C4)cc2[N+](=O)[O-])CC1 | i | -0.71
CC1(C)CC(=O)C2=C(C1)NC1=C(C(=O)c3ccccc31)C2c1ccccc1 (stereo unspecified) | i | 0.38
CCN(CC)S(=O)(=O)c1cc(C(=O)Oc2cccc(-c3cnc4ccccc4n3)c2)ccc1OC | i | 0.26
CN(C)/C=N/NC(=O)c1ccc(Cl)cc1 | i | -0.88
O=S1(=O)NC(=NC2CCCCCC2)c2ccccc21 | i | 0.24

(more compounds)
SMILES | KCNQ2 inh | Kir21 block
CC1(C(=O)O)CCC(C(=O)Nc2ccc(OC(F)(F)Cl)cc2)C1(C)C (stereo unspecified) | i | -2.7
COc1ccc2oc(=O)c(C(=O)Nc3ccccc3C)cc2c1 | i | 1.21
CCc1ccc(OCC(=O)Nc2ccc(N3CCN(C(=O)c4ccccc4)CC3)cc2)cc1 | i | 0.04
O=C(Nc1ccc(Cc2ccncc2)cc1)c1ccc([N+](=O)[O-])o1 | i | -1.29
O=C(CSc1nnc(-c2ccncc2)n1Cc1ccccc1)NC1CCCc2ccccc21 (stereo unspecified) | -5.75* | 0.1
C=CCc1ccccc1OCCNCc1ccccc1 | i | -8.86*
O=C(Nc1cccnc1Cl)c1cc2c(s1)-c1ccccc1OC2 | i | -0.95
CCN1CCN(c2nc(-c3ccccc3)nc3ccccc23)CC1 | i | -0.21
CC1(c2ccccc2)NC(=O)N(CC(=O)Nc2ccc(N3CCOCC3)cc2N2CCOCC2)C1=O (stereo unspecified) | i | -1.44
CC(C)SCC(=O)Nc1ncc2c(n1)-c1ccccc1CC2 | i | 0.14
CC1(C)Cc2c(sc3nc4n(c(=N)c23)CCC4)CO1 | i | 0.19
CCOC(=O)Cn1cc(C(=O)C2CC2)c2ccccc21 | i | 0.02
CCc1ccc(NC(=O)c2noc(C(C)C)c2[N+](=O)[O-])cc1 | i | -0.9
COC(=O)Nc1ccc([N+](=O)[O-])cc1OC | i | -0.65
CCc1ccccc1NC(=O)CSc1ncn[nH]1 | i | 0.05
CSc1ccc(-c2nc(CSCC(=O)N3CCOCC3)c(C)o2)cc1 | i | -0.13
CC(C)(C)C(=O)Nc1nnc(Cc2ccccc2)s1 | i | -0.72
CCNS(=O)(=O)c1ccc(CCC(=O)NCc2ccc3c(c2)OCO3)cc1 | i | -0.32
COC(=O)c1cc(C(=O)OCC(=O)N(C)C2CCS(=O)(=O)C2)cc([N+](=O)[O-])c1 (stereo unspecified) | i | -1.55
CC(OC(=O)c1cc2sccc2n1C)C(=O)NC(C)(C)C (stereo unspecified) | i | -0.49
O=C(CCOc1ccccc1)Nc1cccc([N+](=O)[O-])c1 | i | 0.48
Cc1ccc(C)c(C(=O)NC(C)CCc2ccccc2)c1 (stereo unspecified) | i | 1.09
CC(C)c1ccc(N(C(=O)c2snc(C(N)=O)c2N)C(C(=O)NCC2CCCO2)c2ccc(N(C)C)cc2)cc1 (stereo unspecified) | i | -0.62
CC1(C)CC(=O)C(C=NCCN2CCN(C(=O)NC34CC5CC(CC(C5)C3)C4)CC2)=C(O)C1 | i | -0.5
CS(=O)(=O)c1ccc(-c2nnc(NC(=O)c3ccco3)o2)cc1 | i | -0.79
CCOC(=O)c1ccc(NC(=S)NC(=O)COc2ccccc2)cc1 | i | 1.12
Cn1c(=O)oc2cc(S(=O)(=O)NCCN3CCN(c4ccccc4F)CC3)ccc21 | i | -0.48
O=C(COc1ccccc1)NNC(=O)c1cc2ccccc2o1 | i | 0.89
CCOc1ccc(C(=O)NCc2ccco2)cc1OC | i | -0.25
NC(=O)CSc1nc2ccccc2n1Cc1ccccc1F | i | -0.95
COc1ccc(CC(=O)Nc2nnc(-c3cccc([N+](=O)[O-])c3)s2)cc1 | i | -0.75
O=C(CNCCc1ccc(F)cc1)Nc1cc(F)ccc1F | i | -0.67
CCC(C)N1C(=O)CCC1C(=O)O (stereo unspecified) | i | 0
O=C(O)c1cc2cccc(S(=O)(=O)N3CCOCC3)c2cc1O | i | 2.52
CC(C)CC(=O)Nc1cc2nn(-c3ccccc3)nc2cc1Cl | i | 0.44
COC(=O)c1ccc(C2c3c(oc4ccc(F)cc4c3=O)C(=O)N2CCO)cc1 (stereo unspecified) | i | -0.03
CC(=O)Nc1ccc(NC(=O)CSc2nnnn2-c2ccc(F)cc2)cc1 | i | -2.13
Cc1ccc(C(=O)CSc2nnc(C(C)C)n2C)cc1C | i | -0.72
Cc1ccc(S(=O)(=O)N(C)C)cc1NC(=O)COC(=O)C1COc2ccccc2O1 (stereo unspecified) | i | 0
CCn1cc(C(=O)Nc2ccc(Cl)cc2Cl)cn1 | i | -1.44
COC(=O)Cn1c(-c2ccc(OC)cc2)c(-c2ccc(OC)cc2)nnc1=O | i | -0.65
Cc1ccc(-n2nc(C(=O)c3ccccc3)n3c(=O)cc(-c4ccccc4)nc23)cc1 | i | 1.03
Cc1cc(/C=C2\SC(=S)NC2=O)c(C)n1C1CC1 | i | -2.82
C/C(=N\NC(=O)Cc1cccn1C)c1ccc([N+](=O)[O-])cc1 | i | 0.61
Brc1ccc(-c2cn3ccccc3n2)cc1 | i | -0.94
C=CCn1c(NCc2ccc3c(c2)OCO3)nc2ccccc21 | i | -3.18
Cc1cc2cc3c(cc2nc1SCC(=O)OC(C)C)OCCO3 | i | 0.77
CS(=O)(=O)N1CCN(Cc2ccccc2C(F)(F)F)CC1 | i | 0.95
Cc1ccc(NS(=O)(=O)c2c(C)ccc3nsnc23)c([N+](=O)[O-])c1 | i | 0.52
C=CCNCCCCOc1ccccc1 | i | -0.08
COc1ccccc1/C=C/CN1CCCC(CO)(Cc2cccc(Cl)c2)C1 (stereo unspecified) | i | 0
Cc1cc(C(=O)N2CCN(c3ccccc3)CC2)c(C)o1 | i | 0.02
COc1ccc(NC(=O)CN(Cc2ccccc2)S(C)(=O)=O)c(OC)c1 | i | -1.34
O=C(O)CSCc1nc2cccnc2n1C1CCCCC1 | i | -0.01
O=C(c1cc(F)c(F)c(F)c1F)N1CCN(Cc2ccc3c(c2)OCO3)CC1 | i | 0.83
Cc1cc(C)n(C(=O)COc2ccc([N+](=O)[O-])cc2)n1 | i | -0.6
COc1ccc(-c2nnc3ccc(SCC(=O)N4CCCCCC4)nn23)cc1OC | i | 0.27
COCCSc1ccccc1C(=O)NCC1CCCO1 (stereo unspecified) | i | -0.03
CCC(C)[C@H](NC(=O)Nc1ccc(Oc2ccccc2)cc1)C(=O)O (stereo partly specified) | i | 3.89
CC(C)(C)[C@H]1C=C(C(=O)NCc2ccccc2)O[C@@H](OCCCCO)C1 | i | -0.81

Next section.
SMILES | KCNQ2 inh | Kir21 block
COc1cc(-c2cc(-c3ccccc3)nc(SCC(=O)Nc3nccs3)c2C#N)cc(OC)c1OC | i | 1.65
CC(=O)Nc1ccc(NC(=O)c2c(C)nn(-c3ccccc3)c2Cl)cc1C | i | 0.45
O=C(COC(=O)CCc1ccc(S(=O)(=O)N2CCOCC2)cc1)NC1CCCCCC1 | i | -3.04
CCC1C/C(=C/c2cccs2)C(=O)/C(=C/c2cccs2)C1 (stereo unspecified) | i | 0.4
COc1cccc(N2C(=O)Nc3ccc(Br)cc3C2(O)C(=O)NCCCOC(C)C)c1 (stereo unspecified) | i | 0.81
O=S(=O)(c1cnc[nH]1)N1CCN(c2ccc(Cl)cc2)CC1 | i | 1.32
CSc1ncc(CN2CCC(C(=O)Nc3cccc(-c4cscn4)c3)CC2)cn1 | i | -0.46
COc1ccc(-c2nn(-c3ccccc3C)cc2CNC(C)Cn2cncn2)cc1F (stereo unspecified) | i | -1
CCCCN(C(=O)c1ccco1)C1CCS(=O)(=O)C1 (stereo unspecified) | i | 0.31
CCOC(=O)c1ccc(NC(=O)c2ccnn2C)cc1 | i | -0.32
O=C(c1cc(Cl)nc2ccccc12)N1CCCCC1 | i | -2.57
COC(=O)C1=C(C(=O)OC)[C@@H]2N(C)c3ccccc3[C@@]23C[C@@H](C(=O)OC)N(C(=O)CC(C)C)C3=N1 | i | 1.07
COC(=O)CN1C(=O)C2(OCCCO2)c2ccccc21 | i | -0.94
C/C(CC(=O)NCc1ccccc1)=N\NC(N)=S | i | 1.58
COc1ccc(NC2CCCN(C(=O)COc3ccc(Cl)cc3C)C2)cc1OC (stereo unspecified) | -6.13* | -1.24
CC(C)(C)CC(C)(C)NC(=S)Nc1ccc2nc(-c3ccccn3)c(-c3ccccn3)nc2c1 | i | -0.03
CC(NC(=O)CSC(=S)N1CCCC1)c1ccc(S(N)(=O)=O)cc1 (stereo unspecified) | i | -1.02
COC(=O)c1ccc(-n2c(CCC(=O)O)ccc2-c2ccccc2)cc1 | i | -1.09
CCOC(=O)c1sc2nc(COC(=O)c3c(F)cccc3F)[nH]c(=O)c2c1C | i | 0.14
Cc1onc(C(=O)N2CCC(Cc3ccccc3)CC2)c1[N+](=O)[O-] | i | 0.8
COc1ccccc1C(=O)NC(=O)Nc1cccc(Cl)c1 | i | -1.59
COc1ccc(C(=O)NCCc2nnc3ccc(SCC(=O)NCCc4ccc(OC)c(OC)c4)nn23)cc1 | i | 2.4
COc1ccc(Cl)cc1C(=O)NCCN(C)C | i | 0
CN(C)CCCn1c(=O)n(Cc2ccco2)c(=O)c2c3c(sc21)CCCCC3 | i | -0.25
CC(NC(=O)C1CCCN(S(=O)(=O)c2cnc[nH]2)C1)c1ccccc1 (stereo unspecified) | i | -0.44
CCCCOc1ccccc1C(=O)N(Cc1ccco1)C1CCS(=O)(=O)C1 (stereo unspecified) | i | -1.38
COc1ccc(CC(C)N2CCN(Cc3ccccc3)CC2)c(OC)c1 (stereo unspecified) | i | -2.11
COC(=O)c1cc(NC(=O)c2ccc(-c3ccccc3)cc2)ccc1Cl | i | 0.01
CCOc1ccc(C(C)NC(=O)Cc2ccccc2)cc1OCC (stereo unspecified) | i | -1.2
Cc1nn(CC(=O)N2CCCCC2)c(=O)c2nn(-c3ccccc3)c(C)c12 | i | 0.28
CCc1nc(CNC(=O)C2CCC(=O)N(CCc3ccc(OC)cc3)C2)cs1 (stereo unspecified) | i | 0.16
CC1(C)CC(NC(=O)c2ccc(Cl)c(S(=O)(=O)N(Cc3ccccc3)c3ccccc3)c2)CC(C)(C)N1 | i | -0.89
CC(C)CCC1(CCNC(=O)c2cccs2)CCOC(C)(C)C1 (stereo unspecified) | i | 0.98
CCOC(=O)Cc1csc(SC(C)C(=O)NC2CCCCC2C)n1 (stereo unspecified) | i | -0.63
CC1=C(C(=O)Nc2cc(C(=O)N(C)Cc3ccccc3)ccc2C)SCCO1 | i | 1.02
O=C(CCC1CCCN(Cc2cccc3c2OCO3)C1)NCc1ccc(F)c(F)c1 (stereo unspecified) | i | 0.03
O=C(O)CCC(=O)N1CCCC1 | i | -0.21
C[n+]1c2n(c3ccccc31)N=C(c1ccc(Br)cc1)CS2 | i | 0.08
COc1cccc(N=Cc2ccc(O)cc2O)c1 | i | 1.3
O=C(c1cc2ccccc2cc1O)N1CCN(c2cccc(Cl)c2)CC1 | i | -0.12
Cc1ccc(C)n1C1CCS(=O)(=O)C1 (stereo unspecified) | i | -1.02
CCN(CCO)c1ncnc2onc(-c3ccc(F)cc3)c12 | i | 0.33

Screening results deposited in PubChem BioAssay by Johns Hopkins Ion Channel Center.
